Bioassay records: PubChem, University of Kansas High Throughput Screening Laboratory
Pf apPOL block – Pf-apPOL DNA polymerase inhibition; Recombinant Pf-apPOL, molecular beacon fluorescence, 1.5 h; inhibition, % at 10 µM; 210,000 compounds, 0.25% hits
mHTT-CaM PPI inh – inhibitors of human mutant huntingtin-calmodulin interaction; P42858; AlphaScreen His-mHTT/GST-CaM binding, luminescence; inhibition, % at 15 µM; 190,000 compounds, 3.6% hits; AID 1671202;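 further: 0% = both proteins with DMSO and 100% = one protein alone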
Numbers without * were called inactive; & = joins results of further samples. No stated cut-off is given here; in the data, active means inhibition above about 50%; inactive means the rest.

Screening O=C1CSC(c2ccc([N+](=O)[O-])cc2)N1c1ccc(F)cc1 (centres undefined) returned Pf apPOL block -6 and mHTT-CaM PPI inh -2.
Screening COc1ccccc1C(=O)N1CCN(Cc2cccc(Br)c2)CC1 returned Pf apPOL block 0 and mHTT-CaM PPI inh 7.
Cc1ccnc(N2CCCC(C(=O)Nc3ccc(S(N)(=O)=O)cc3)C2)n1 (centres undefined) was read as Pf apPOL block -4 and mHTT-CaM PPI inh -3.
For O=C(c1ccn2c(-c3ccccc3)nnc2c1)N1CCN(c2ccccc2)CC1 the results were Pf apPOL block 0 and mHTT-CaM PPI inh 12.
For COc1ccc(NCN2C(=O)S/C(=C\c3ccc4c(c3)OCO4)C2=O)cc1Cl the results were Pf apPOL block -2 and mHTT-CaM PPI inh 27.
`CC(=NCCCNC1CCCCC1)C1=C(O)CC(C)(C)CC1=O` gave Pf apPOL block -2 and mHTT-CaM PPI inh -1.
`Cc1ccccc1NC(=O)CSc1nsc(SCC(=O)Nc2ccccc2C)n1` gave Pf apPOL block -1 and mHTT-CaM PPI inh -1.
Screening O=C1CC2(CCCC2)C(=O)N1CCNc1ncccc1C(F)(F)F returned Pf apPOL block -18.
`Cc1noc(-c2ccc3c(c2)OCO3)c1C(=O)NCc1ccccc1` gave Pf apPOL block -3 and mHTT-CaM PPI inh 1.
`COc1ccc(NC(=O)C2CCCN2C(=O)OC(C)(C)C)cc1` (centres undefined) gave Pf apPOL block -4 and mHTT-CaM PPI inh -16.
Screening Cc1ccc(-c2nc3ccccc3o2)cc1NC(=O)c1ccc([N+](=O)[O-])c(C)c1 returned Pf apPOL block -13 and mHTT-CaM PPI inh -2.
Screening Cc1ccc(NC(=O)C2CN(S(=O)(=O)C3CC3)CC23CCCCC3)c(C)c1 (centres undefined) returned Pf apPOL block 8 and mHTT-CaM PPI inh 7.
Cc1nc(-c2ccccc2)sc1C(=O)NN=Cc1cc2ccccc2o1 was read as Pf apPOL block -5.
Cn1nnc2cc(CNC(=O)c3ccccn3)ccc21 was read as Pf apPOL block 0 and mHTT-CaM PPI inh -2.
COc1ccc(CN2[C@@H](CC(=O)O)c3ccc(/C=C/C(=O)O)cc3S2(=O)=O)cc1 was read as Pf apPOL block 27 and mHTT-CaM PPI inh -10.
Screening Cc1ccc(N=Cc2cc(I)cc(C)c2O)c(O)c1 returned Pf apPOL block 1 and mHTT-CaM PPI inh 8.
Screening COCCNC(=O)c1cc(Sc2ccc(C)cc2)nc2ccccc12 returned Pf apPOL block -3 and mHTT-CaM PPI inh 2.
For Cc1ccc(NC(=O)/C(C#N)=C/c2ccc3c(c2)OCO3)c([N+](=O)[O-])c1 the results were Pf apPOL block 1 and mHTT-CaM PPI inh 3.
O=C(NCc1cccs1)C1CCN(c2cncnc2N2CCOCC2)CC1 was read as Pf apPOL block -8 and mHTT-CaM PPI inh -7.
`O=C(O)c1cc(Sc2ccccc2)nc2ccccc12` gave Pf apPOL block 1 and mHTT-CaM PPI inh 26.

Reprinted at random: 2 records from the list
Screening COc1ccccc1C(=O)N1CCN(Cc2cccc(Br)c2)CC1 returned Pf apPOL block 0 and mHTT-CaM PPI inh 7.
Cc1ccnc(N2CCCC(C(=O)Nc3ccc(S(N)(=O)=O)cc3)C2)n1 (centres undefined) was read as Pf apPOL block -4 and mHTT-CaM PPI inh -3.

More compounds follow:
CC1=NN(c2nc(-c3ccccc3)cs2)C(=O)C1C(c1ccccc1)C(C#N)C(N)=O (centres undefined) was read as Pf apPOL block 7 and mHTT-CaM PPI inh 8.
For CC(=O)NS(=O)(=O)c1ccc(NC(=O)Cc2ccccc2)cc1 the results were Pf apPOL block 0 and mHTT-CaM PPI inh 0.
For COc1ccc(C(O)=C2C(=O)C(=O)N(CCO)C2c2ccc([N+](=O)[O-])cc2)cc1 (centres undefined) the results were Pf apPOL block 2 and mHTT-CaM PPI inh 4.
For O=C(Nc1ccc(Cl)cn1)c1ccc(Br)cc1 the results were Pf apPOL block -5 and mHTT-CaM PPI inh -4.
`c1cncc(-c2nc3sc(-c4cccnc4)nc3s2)c1` gave Pf apPOL block -11 and mHTT-CaM PPI inh 2.
For O=C1C(=Cc2ccncc2)COc2ccccc21 the results were Pf apPOL block 4.
`CCC(=O)N1CCc2sc(C(=O)N3CCN(c4ccc(OC)cc4)CC3)cc2C1` gave Pf apPOL block 1 and mHTT-CaM PPI inh 15.
COc1ccc(-c2noc(C3CCN(CC(=O)Nc4ccc(N(C)C)cc4)CC3)n2)cc1 was read as Pf apPOL block 2 and mHTT-CaM PPI inh 7.
Screening CCCCN1CC(N2CCN(C)CC2)CS1(=O)=O (centres undefined) returned Pf apPOL block -3 and mHTT-CaM PPI inh -9.
Screening CCc1ccc(N2CC(C(=O)NCc3ccc4c(c3)OCO4)CC2=O)cc1 (centres undefined) returned Pf apPOL block 1 and mHTT-CaM PPI inh 8.
C=CCS(=O)CC(N)C(=O)O (centres undefined) was read as Pf apPOL block -8.
Cc1ccc(-c2nnc3s/c(=C\c4ccc(C)o4)c(=O)n23)cc1 was read as Pf apPOL block -8 and mHTT-CaM PPI inh 2.
OC1(C#CCN2CCCC2)CCCCC1 was read as Pf apPOL block 0 and mHTT-CaM PPI inh -8&1.
`COC(=O)c1cnc(N2CCCN(C(=O)c3cc(C(C)(C)C)nn3C)CC2)nc1C(F)(F)F` gave Pf apPOL block -6.
COc1ccccc1CC(=O)Nc1nc(-c2ccccc2)cs1 was read as Pf apPOL block -2 and mHTT-CaM PPI inh -4.
Screening COc1ccc(C2SCC(=O)N2CCCN(C)C)cc1 (centres undefined) returned Pf apPOL block -3 and mHTT-CaM PPI inh -5.
`CC(=O)N1CCN(c2nc(C)nc(C)c2Cc2ccc(C)cc2)CC1` gave Pf apPOL block -1 and mHTT-CaM PPI inh -2.
For CC(=O)Nc1cc(C(=O)NCc2cccnc2)ccc1S(=O)(=O)c1ccc(Cl)cc1 the results were Pf apPOL block -17 and mHTT-CaM PPI inh 2.
For c1ccc(-n2ncc3c2-c2[nH]c4ccccc4c2CC3)cc1 the results were Pf apPOL block -5 and mHTT-CaM PPI inh 93*.
Screening CN(CC(O)COC12CC3CC(CC(C3)C1)C2)C1CCCCC1 (centres undefined) returned Pf apPOL block -9 and mHTT-CaM PPI inh -2.
`CS(=O)(=O)c1ccc2nc(NC(=O)C3CCCO3)sc2c1` (centres undefined) gave Pf apPOL block 8 and mHTT-CaM PPI inh -5.
For O=C(CCN1CCCCC1)Nc1ccc(OC(F)(F)Cl)cc1 the results were Pf apPOL block 0 and mHTT-CaM PPI inh 2.
COc1ccc(C(=O)Nc2c3c(nn2C(C)(C)C)CS(=O)C3)c(OC)c1 (centres undefined) was read as Pf apPOL block -31 and mHTT-CaM PPI inh -3.
CC(=O)N1CCN(c2ccc(C)c(F)c2)C(=O)C1C (centres undefined) was read as Pf apPOL block -2 and mHTT-CaM PPI inh -7.
Screening CC(C)Oc1ccccc1OCCN1CCNCC1 returned Pf apPOL block -8 and mHTT-CaM PPI inh 0.
`COc1ccc(-c2nnc(N3CCC(C(=O)NC(C)c4ccc(F)cc4)CC3)o2)cc1` (centres undefined) gave Pf apPOL block -4 and mHTT-CaM PPI inh 5.
Cc1ccc(NC(=O)CSc2cc(N3CCCCC3)ncn2)cc1Cl was read as Pf apPOL block -1 and mHTT-CaM PPI inh -5.
Screening c1ccc2c(-c3ccc(OCc4ccoc4)cc3)c(-c3ccsc3)sc2c1 returned Pf apPOL block -2 and mHTT-CaM PPI inh -1.
For COc1ccc(N2C(=O)CSC2c2c(F)cccc2Cl)cc1Cl (centres undefined) the results were Pf apPOL block 1 and mHTT-CaM PPI inh -2.
Screening CCCCCC(=O)NC(Nc1c(C)n(C)n(-c2ccccc2)c1=O)C(Cl)(Cl)Cl (centres undefined) returned Pf apPOL block 6 and mHTT-CaM PPI inh -3.
CN(C)CC1CN(C(=O)CCCc2ccccc2)CC12CCOCC2 (centres undefined) was read as Pf apPOL block -2 and mHTT-CaM PPI inh 0.
`CCCn1nc(C)cc1CN(C)C(=O)CN1CCc2nc(C)n(CC)c2C1` gave Pf apPOL block 3 and mHTT-CaM PPI inh 7.
`COc1ccc2c(CN3CCCCC3)cc(=O)oc2c1` gave Pf apPOL block -7&-10 and mHTT-CaM PPI inh -8&-6.
COc1cc(-c2nnc(COc3ccc(Cl)cc3C)o2)cc(OC)c1OC was read as Pf apPOL block -3&-8 and mHTT-CaM PPI inh 11&6.
Cc1cccc(S(=O)(=O)NCc2nc3cccnc3n2C2CCCC2)c1 was read as Pf apPOL block 6 and mHTT-CaM PPI inh 11.
`CC(=O)N1CCc2cc(Br)cc(S(=O)(=O)N3CCCCCC3)c21` gave Pf apPOL block -1 and mHTT-CaM PPI inh 1.
CCN(CC)S(=O)(=O)c1ccc(C(=O)Nc2nnc(C)o2)cc1 was read as Pf apPOL block -70 and mHTT-CaM PPI inh 33.
O=C(CCc1nnc(-c2cccc(F)c2)[nH]c1=O)NC1CCCC1 was read as Pf apPOL block 0 and mHTT-CaM PPI inh 4.
Screening O=C(Nc1cccc(Cl)c1Cl)c1c(F)cccc1F returned Pf apPOL block -2.
`Nc1ccc(Sc2cccc(S(=O)(=O)c3cccc(Sc4ccc(N)cc4)c3)c2)cc1` gave Pf apPOL block -5 and mHTT-CaM PPI inh 49.
`COc1ccc(Cl)cc1-c1nc(C=Nc2ccc(Cl)cn2)c(O)o1` gave Pf apPOL block -1 and mHTT-CaM PPI inh 3.
Screening O=C(NCC1CCCO1)c1cccc(NC(=O)c2cccc(Cl)c2)c1 (centres undefined) returned Pf apPOL block 0 and mHTT-CaM PPI inh 2.
Screening O=C(CC1(O)C(=O)Nc2ccc(Cl)cc21)c1cccc([N+](=O)[O-])c1 (centres undefined) returned Pf apPOL block -3 and mHTT-CaM PPI inh 5.
Screening Cc1ccc(CNC(=O)CN2CCC3(CC2)N=C(c2ccc(F)cc2)C(=O)N3)cc1 returned Pf apPOL block -4 and mHTT-CaM PPI inh 28.
COCCN1C(=O)CSC12CCN(C(=O)C(C)(C)CCl)CC2 was read as Pf apPOL block -1 and mHTT-CaM PPI inh -9.
For Cc1noc(-c2nn(C)c3c2CN(C(=O)c2ccc(F)cc2)CC3)n1 the results were Pf apPOL block -6 and mHTT-CaM PPI inh -9.
Screening O=S(=O)(c1ccc2nncn2c1)N(Cc1ccc(F)cc1)c1ccc(F)cc1 returned Pf apPOL block 5 and mHTT-CaM PPI inh 24.
CSc1ccc(C2NC(=O)c3c(sc4c3CCCC4)N2)cc1 (centres undefined) was read as Pf apPOL block -1 and mHTT-CaM PPI inh 6.
COc1ccc(NC(=O)C(NC(=O)c2ccc(=O)[nH]c2)c2ccc(OC)cc2)cc1 (centres undefined) was read as Pf apPOL block 0 and mHTT-CaM PPI inh -2.
`Cc1nc(Nc2ccccc2)sc1C(=O)Nc1ccc(F)cc1` gave Pf apPOL block -1 and mHTT-CaM PPI inh -1.
Screening O=C1C(=O)N(c2ccccn2)C(c2ccccc2[N+](=O)[O-])C1=C(O)c1ccccc1 (centres undefined) returned Pf apPOL block -10 and mHTT-CaM PPI inh 3.
For COc1ccc(C2C(C#N)=C(N)N(c3ccc(Cl)cc3)C3=C2C(=O)CCC3)cc1 (centres undefined) the results were Pf apPOL block -14 and mHTT-CaM PPI inh 30.
O=C1CSC(c2cccnc2)N1c1cccc(F)c1 (centres undefined) was read as Pf apPOL block 2 and mHTT-CaM PPI inh 2.
`N#C/C(=C\c1ccc(O)cc1)c1nc(-c2ccc3c(c2)OCO3)cs1` gave Pf apPOL block 1 and mHTT-CaM PPI inh 24.
`COc1cc(C=Nc2ccccc2Sc2c(C)n[nH]c2C)cc(OC)c1O` gave Pf apPOL block 2 and mHTT-CaM PPI inh 2.
For CC(C)N1CCN(C(=O)c2ccccc2)CC1 the results were Pf apPOL block -2 and mHTT-CaM PPI inh -8.
`CC(C)CCNC(=O)C(=O)NCC1COC2(CCCC2)O1` (centres undefined) gave Pf apPOL block 1 and mHTT-CaM PPI inh -4.
For Cc1cc(C)c(C(=O)CSc2nc3ccccc3[nH]2)cc1C the results were Pf apPOL block -7 and mHTT-CaM PPI inh 7.
Screening Cc1ccc(CNC(=O)CSc2nc3ccsc3c(=O)n2Cc2ccccc2F)cc1 returned Pf apPOL block -5 and mHTT-CaM PPI inh 0.
Screening CCOCCCNC(=O)c1ccc2c(c1)NC(=O)C(N1CCCC1)S2 (centres undefined) returned Pf apPOL block -12 and mHTT-CaM PPI inh -3.

Among those listed so far, nine have an aryl thioether with sulfur outside any ring.
`Cc1ccccc1NC(=O)CSc1nsc(SCC(=O)Nc2ccccc2C)n1` gave Pf apPOL block -1 and mHTT-CaM PPI inh -1.
Screening COCCNC(=O)c1cc(Sc2ccc(C)cc2)nc2ccccc12 returned Pf apPOL block -3 and mHTT-CaM PPI inh 2.
`O=C(O)c1cc(Sc2ccccc2)nc2ccccc12` gave Pf apPOL block 1 and mHTT-CaM PPI inh 26.
Cc1ccc(NC(=O)CSc2cc(N3CCCCC3)ncn2)cc1Cl was read as Pf apPOL block -1 and mHTT-CaM PPI inh -5.
`Nc1ccc(Sc2cccc(S(=O)(=O)c3cccc(Sc4ccc(N)cc4)c3)c2)cc1` gave Pf apPOL block -5 and mHTT-CaM PPI inh 49.
CSc1ccc(C2NC(=O)c3c(sc4c3CCCC4)N2)cc1 (centres undefined) was read as Pf apPOL block -1 and mHTT-CaM PPI inh 6.
`COc1cc(C=Nc2ccccc2Sc2c(C)n[nH]c2C)cc(OC)c1O` gave Pf apPOL block 2 and mHTT-CaM PPI inh 2.
For Cc1cc(C)c(C(=O)CSc2nc3ccccc3[nH]2)cc1C the results were Pf apPOL block -7 and mHTT-CaM PPI inh 7.
Screening Cc1ccc(CNC(=O)CSc2nc3ccsc3c(=O)n2Cc2ccccc2F)cc1 returned Pf apPOL block -5 and mHTT-CaM PPI inh 0.

The list is partial, so the mix of outcomes need not match the whole.
